AHR act: activates the human aryl hydrocarbon receptor; hit rate 2.5% among 320,000; AHR-responsive luciferase reporter cells, luminescence; activation, % at 5 µM; in the data active = activation above about 47%;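 note: 0% = vehicle wells and 100% = reference agonist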
CR mimetic SO: caloric restriction mimetics inhibiting age-related superoxide in yeast; hit rate 0.18% among 330,000; S. cerevisiae aged cells, superoxide DHE fluorescence; hits give low values; superoxide response (% of plate mean), % at 10 µM;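 active = superoxide response under a set limit, about three screen SD below normal, cut at about 65% in these data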;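 note: yeast aged for seven days with compound at 30 °C before DHE staining; 100% = average MFI of all compound-treated wells on the plate with controls excluded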
GASC-1 inh: blocks human GASC-1 demethylase activity. Q9H3R0. GST-JMJD2C(1-420) H3K9me3 demethylation, DELFIA europium. inhibition, % at 2.35 µM. hit rate 0.069% among 330,000. AID 2099;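 active = more than half of a compound's replicate wells show inhibition beyond 50%, single wells judged on their own value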;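 note: signal counts dimethyl H3K9 product captured on neutravidin plate; 0% = median of DMSO wells and 100% = 0.3 times that DMSO median; strong numbers were not always called active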
Target sequence (Q9H3R0 1-420 limits assumed): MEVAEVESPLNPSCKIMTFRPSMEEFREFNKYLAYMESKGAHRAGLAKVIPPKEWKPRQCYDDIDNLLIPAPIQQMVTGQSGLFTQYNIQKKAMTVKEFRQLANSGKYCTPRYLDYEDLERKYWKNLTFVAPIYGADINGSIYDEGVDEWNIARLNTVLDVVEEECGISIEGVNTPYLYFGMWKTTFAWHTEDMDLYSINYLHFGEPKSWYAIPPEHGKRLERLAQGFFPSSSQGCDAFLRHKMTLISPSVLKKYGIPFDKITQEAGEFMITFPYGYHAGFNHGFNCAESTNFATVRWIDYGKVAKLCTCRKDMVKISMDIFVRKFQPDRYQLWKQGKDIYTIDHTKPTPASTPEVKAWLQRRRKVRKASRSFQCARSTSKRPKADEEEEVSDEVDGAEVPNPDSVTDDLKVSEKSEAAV
LAP4-GFP MLPCN: modulators of TOR pathway LAP4-GFP in S. cerevisiae; S. cerevisiae LAP4-GFP multiplex, flow cytometry GFP, 3 h; median GFP as percent of DMSO wells; GFP response vs DMSO, % at 10 µM; hit rate 0.34% among 320,000;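 active = GFP response vs DMSO above a set limit, about the screen mean plus 3 SD, cut at about 150% in these data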
proCasp7 act: counter-screen: procaspase-7 (human) activation; recombinant procaspase-7, Ac-DEVD-pNA absorbance 405 nm; D23A/D198A/D206A triple mutant, cannot self-cleave; scale: DMSO 0, 5 µM enzyme 100; hit rate 0.093% among 330,000; activation, % at 8.5 µM; AID 463210;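 active = percent activation above the screen-wide mean plus 3 SD, cut at about 25% in these data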
Target sequence (P55210 whole entry D23A/D198A/D206A): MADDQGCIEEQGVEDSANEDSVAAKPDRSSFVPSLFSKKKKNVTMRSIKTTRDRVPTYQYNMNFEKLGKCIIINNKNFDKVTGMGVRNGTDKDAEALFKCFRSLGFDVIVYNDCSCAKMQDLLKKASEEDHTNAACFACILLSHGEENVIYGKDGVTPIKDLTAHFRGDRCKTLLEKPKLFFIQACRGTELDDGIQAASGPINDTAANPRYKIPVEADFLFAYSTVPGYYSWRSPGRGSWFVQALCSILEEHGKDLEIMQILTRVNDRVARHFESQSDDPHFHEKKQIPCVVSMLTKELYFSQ
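Material: Procaspase-7 triple mutant (PC-7 D3A) | Quantity: 2 µM procaspase-7 mutant as dispensed | Reagent: DEVD-pNA substrate | Times: 1 h preincubation, 2 h reaction | Technique: 405 nm absorbance of p-nitroaniline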
RPL19A TOR yeast: modulators of TOR pathway RPL19A-GFP in S. cerevisiae; percent response vs DMSO, % at 10 µM; AID 2025; hit rate 0.3% among 330,000; S. cerevisiae RPL19A-GFP strain, flow cytometry, 3 h; hits give low values;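 active = percent response vs DMSO below 50%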;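 note: median channel GFP fluorescence of the barcoded RPL19A-GFP strain; ratio of sample median GFP to plate DMSO average so 100% = DMSO; lower means less RPL19A-GFP as with rapamycin TOR inhibition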
procasp3 activ: activates human procaspase-3; P42574; hit rate 0.11% among 330,000; activation, % at 8.5 µM; recombinant procaspase-3 D3A, Ac-DEVD-pNA absorbance 405 nm;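 active = activation above the mean of all tested compounds plus 3 SD, cut at about 21% in these data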;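 note: 0% = DMSO alone and 100% = DMSO wells spiked with extra 5 µM PC-3 D3A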
Target sequence (P42574 whole entry D9A/D28A/D175A): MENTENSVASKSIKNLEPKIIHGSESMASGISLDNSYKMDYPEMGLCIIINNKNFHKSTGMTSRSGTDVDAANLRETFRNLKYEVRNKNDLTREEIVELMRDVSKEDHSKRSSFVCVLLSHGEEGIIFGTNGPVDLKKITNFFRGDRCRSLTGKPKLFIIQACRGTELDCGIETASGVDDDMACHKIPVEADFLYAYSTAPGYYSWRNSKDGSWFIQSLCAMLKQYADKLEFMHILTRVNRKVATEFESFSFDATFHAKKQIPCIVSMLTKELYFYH
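Assay system: Procaspase-3 D3A mutant, all three cleavage aspartates alanine. Buffer or medium: Zinc-free HEPES saline buffer with Triton X-100. Times: 1 h compound preincubation, 2 h substrate hydrolysis at 25 °C. Measured by: 405 nm absorbance of p-nitroaniline, reads at 0 and 120 min. Read-out basis: percent activation relative to control range. Replicates: singlicate.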
MEP2-GFP yeast: alters MEP2-GFP fluorescence in TOR pathway yeast screen; S. cerevisiae MEP2-GFP strain, flow cytometry GFP, 3 h; 100% = DMSO control level; GFP response vs DMSO, % at 10 µM; AID 2016; hit rate 0.51% among 330,000;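 active = GFP response versus DMSO above a set limit, roughly screen mean plus 3 SD, cut at about 180% in these data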;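 note: median GFP fluorescence of the barcode-gated MEP2-GFP cells per well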
* hit, by the source's call; x = not tested or not shown. The order is random; any-hit rate near 3.8%.

SMILES	AHR act	CR mimetic SO	GASC-1 inh	LAP4-GFP MLPCN	proCasp7 act	RPL19A TOR yeast	procasp3 activ	MEP2-GFP yeast
COc1cccc(C(=O)N2CCN(Cc3ccco3)CC2)c1OC	-1.2	98.6	-0.6	94.6	3.1	98.1	-2.3	94.3
Cc1ccc(C(=O)Cn2nnc3c(sc4nc5c(c(-c6ccccc6)c43)CCC5)c2=O)cc1	-0.1	114.4	-2.0	101.5	4.3	101.9	7.8	117.7
COc1ccc(/C=C/c2n[nH]c(=O)c(C#N)c2C)cc1	5.8	107.4	-0.6	86.8	-11.9	100.6	2.1	100.7
CCCOc1ccc(Cc2nn[nH]n2)cc1	-0.1	98.9	10.2	109.5	-2.7	96.0	-6.6	107.6
CCCOc1cccc(-c2nnc(N)s2)c1	4.4	107.8	6.7	102.0	-9.9	98.6	2.9	102.6
CCN(CC(=O)Nc1c(F)cccc1F)C(=O)CCCOc1ccc(OC)cc1	3.0	104.9	10.7	111.9	-6.4	101.3	-1.0	101.8
Cc1ccccc1CNS(=O)(=O)c1ccc2c(c1)C(C)(C)C(=O)N2C	2.0	93.3	-5.0	97.8	11.9	101.8	-2.4	104.0
N#CCSCC(=O)Nc1ccc(Br)cc1	1.6	88.9	2.7	104.2	-6.3	100.2	0.7	106.3
CSc1ncc(C(=O)Nc2ccc(C(C)=O)cc2)c(-c2ccccc2)n1	9.1	114.7	-16.6	94.8	7.0	112.5	8.1	107.6
Cc1c(Cl)cccc1NC(=O)CCC(=O)NNC(=O)c1ccco1	3.6	120.9	-0.4	102.9	-4.1	107.7	-2.4	108.5
O=C(NCc1ccccn1)c1cccc(S(=O)(=O)NCc2ccccc2)c1	1.4	104.3	13.2	105.1	3.5	102.6	-0.2	110.5
Cc1cc(C)cc(NC(=O)c2ccc(CSc3nnc(C)s3)cc2)c1	2.0	107.1	2.3	109.6	-5.1	92.7	1.5	98.3
Cc1ccc(-n2nc3c(=O)n(CC(=O)NCCc4ccco4)nc(C)c3c2C)cc1	0.2	76.6	1.8	104.3	-9.1	104.4	-1.0	100.4
Cc1cc(C)n(CCC(=O)N/N=C/c2c(O)ccc3ccccc23)n1	62.1*	113.3	3.4	105.6	-42.8	101.5	-26.2	104.6
Cc1ccc(-c2nc(NC(=O)CSc3nnc4scc(-c5ccccc5)n34)ns2)cc1	-0.6	98.8	-0.7	95.9	5.7	99.9	5.1	102.2
CC(=O)Nc1ccc(NC(=O)C(C)OC(=O)CCC2CCCC2)cc1 (centres undefined)	-3.2	108.2	38.5	95.3	8.2	89.3	0.5	86.5
COc1ccc(NC(=O)CCNS(=O)(=O)c2cc(Br)cnc2N)c(OC)c1	1.5	101.2	0.6	104.7	-9.5	100.3	-1.3	103.9
CSCCC(NC(=O)OCc1ccccc1)C(=O)O (centres undefined)	4.9	108.7	-1.2	83.3	8.3	94.8	-5.1	88.6
O=C(Cc1ccccc1)Nc1ccc2c(c1)OC1(CCCC1)O2	8.9	99.9	3.2	118.3	3.6	104.5	6.2	106.1
CC1=CC(C)(C)N(C(=O)CSc2nnc(C)s2)c2ccc(C)cc21	-0.7	108.7	-3.1	120.8	9.1	97.1	-2.8	96.6
CCCCOc1ccc(C(=O)Nn2c(-c3cccs3)nc3ccccc3c2=O)cc1	-1.6	96.3	-12.1	85.9	-3.2	97.9	0.6	102.0
Cc1ccc(SCC(=O)c2ccc(CC(=O)O)s2)cc1	0.6	68.0	3.8	121.8	-8.0	98.0	-2.5	101.6
CCN1CCCC1CNC(=O)C(=O)NC(C)c1ccccc1 (centres undefined)	0.2	91.0	0.9	103.0	1.2	101.3	-2.6	107.4
COc1ccccc1NC(=O)CN1C(=O)NC2(CCCCCCC2)C1=O	1.9	96.7	32.5	106.1	-4.2	105.5	-0.4	100.9
CCN(CC)CCn1c(/N=C/c2cc(Br)ccc2O)nc2ccccc21	26.6	89.7	14.0	90.2	-2.3	105.8	8.9	88.2
O=C(c1cc(F)c(F)cc1Cl)N1CCOCC1	0.4	100.7	0.8	103.3	-0.7	96.8	-1.0	106.5
NC(=O)CSc1nnc(NC(=O)c2ccc(Br)o2)s1	7.8	97.8	-2.4	104.7	-1.5	100.9	-4.4	107.0
O=C(NCc1ccccc1Cl)C1(S(=O)(=O)c2ccc(Cl)cc2)CC1	0.7	95.2	-2.2	106.7	-5.9	100.5	1.5	100.7
O=C(C1CCCCC1)N1CCN(c2ccnc3cc(Cl)ccc23)CC1	-3.9	97.3	-24.0	93.3	0.6	94.5	-7.7	87.3
O=C1NC(=O)C(=O)N1	1.4	88.8	x	130.3	0.4	96.2	1.9	95.5
CCCCOc1ccc(-c2c(C#N)c(N)nc(SCC(N)=O)c2C#N)cc1	0.2	108.4	-2.0	89.0	-3.6	87.7	2.8	101.5
CCOC(=O)c1c(NC(=O)CSc2nnc(N)s2)sc(C)c1-c1ccc(C)cc1	2.9	121.2	-4.1	103.3	1.0	109.7	7.2	103.1
COc1ccc2c(c1)CC/C(=C/c1ccccn1)C2=O	-3.6	114.8	-4.2	96.0	-2.3	109.4	3.2	108.2
COC(=O)c1ccc(S(=O)(=O)NNC(=O)COc2ccc(C)cc2)cc1	4.3	87.7	-9.5	98.8	-4.0	102.0	7.3	99.8
CC(=O)N(Cc1ccccc1)c1nc(-c2ccccc2)cs1	3.2	87.0	-3.7	94.9	4.8	97.7	-1.1	92.8
O=C(NN=C1CCCCCC1)c1cccs1	5.4	101.4	-5.4	86.4	-6.7	107.3	-2.2	100.4
Cc1ccc(Nc2nc(N)c([N+](=O)[O-])c(NCCO)n2)cc1C	80.8*	105.7	12.3	109.2	-3.8	98.6	-1.2	99.3
O=C(CSc1nc(Nc2ccccc2)nc(N2CCOCC2)n1)Nc1cccc([N+](=O)[O-])c1	6.9	87.3	-1.4	96.5	-3.0	104.1	-5.2	109.1
Cc1cccc(OCC(=O)Nc2cc(NC(=O)COc3cccc(C)c3)cc(C(=O)O)c2)c1	19.0	96.5	-7.9	92.6	-17.7	105.4	-6.4	107.0
COCCNC(=O)Cn1cc(/C=N/NC(=O)c2ccc(Oc3ccc(O)cc3)cc2)c2ccccc21	3.6	102.9	-0.6	104.1	-0.1	104.6	2.9	99.3

Grouped by structure: the compounds so far containing fluorine (two)
SMILES	AHR act	CR mimetic SO	GASC-1 inh	LAP4-GFP MLPCN	proCasp7 act	RPL19A TOR yeast	procasp3 activ	MEP2-GFP yeast
CCN(CC(=O)Nc1c(F)cccc1F)C(=O)CCCOc1ccc(OC)cc1	3.0	104.9	10.7	111.9	-6.4	101.3	-1.0	101.8
O=C(c1cc(F)c(F)cc1Cl)N1CCOCC1	0.4	100.7	0.8	103.3	-0.7	96.8	-1.0	106.5

Carrying on.
SMILES	AHR act	CR mimetic SO	GASC-1 inh	LAP4-GFP MLPCN	proCasp7 act	RPL19A TOR yeast	procasp3 activ	MEP2-GFP yeast
N#Cc1nccnc1N1CCN(C(=O)Nc2ccccc2)CC1	-5.0	105.2	9.0	112.8	-1.9	98.7	-3.4	104.4
Cn1c(=O)c2c(ncn2CC(O)CNc2ccc(F)cc2)n(C)c1=O (centres undefined)	-1.2	103.7	-0.6	103.4	0.9	105.2	4.9	107.0
Cc1cc(C)c(C(=O)N2CCCC(CNS(=O)(=O)N(C)C)C2)o1 (centres undefined)	3.1	85.9	5.1	90.7	2.7	100.8	-1.0	89.3
COc1ccc(OC)c(CNC(=O)C2CCCN(C(=O)N(C)C)C2)c1 (centres undefined)	4.1	77.8	50.5	93.5	2.1	89.0	0.8	97.2
S=C(Nc1ccccc1)N1CCn2c1nc1ccccc12	20.3	104.0	3.0	97.4	8.5	96.1	-2.3	104.3
COc1ccc(C)cc1NC(=O)c1ccc(-c2ccc(C(C)=O)cc2)o1	40.5	122.7	2.8	96.7	-55.1	100.4	-7.3	98.5
CN(CC(=O)Nc1ccc(Cl)cc1)C(=O)c1sccc1-c1ccccc1	3.9	82.0	-2.0	99.8	-8.5	97.9	3.2	98.2
CN(C)c1ccc(C(=S)N2CCN(C(=S)Nc3ccccc3)CC2)cc1	1.6	115.5	17.7	104.8	11.3	101.2	-1.7	101.0
CC(Sc1nc(-c2ccccc2)cc(C(F)(F)F)n1)C(=O)Nc1sc2c(c1C#N)CCC2 (centres undefined)	3.0	116.6	3.5	105.6	-8.9	106.4	-2.4	112.5
Cc1ccccc1NC1=C/C(=N\S(=O)(=O)c2cccs2)c2ccccc2C1=O	17.5	104.4	24.5	109.2	6.2	103.1	-9.5	101.1
COCCNC(=O)CN(C(=O)Cn1nnc2ccccc21)c1ccccc1	1.2	92.5	1.8	97.4	6.1	100.0	15.0	104.3
CCOC(=O)Cc1csc(NC(NC(=O)OCC)(C(=O)OCC)C(F)(F)F)n1 (centres undefined)	0.3	86.0	10.2	96.3	5.7	100.0	4.7	98.1
CCC1(C)SC(NC(C)=O)=NN1C(C)=O (centres undefined)	6.2	94.4	30.2	107.3	-4.5	104.5	2.8	103.0
CN1CCN(C(=O)c2ccc(C(F)(F)F)cc2)CC1	-0.5	91.5	9.5	109.3	-0.6	98.0	-9.9	91.5
Cc1ccc(S(=O)(=O)n2nc(C)c(S(=O)(=O)N3CCOCC3)c2C)cc1	-0.7	116.9	12.2	108.3	9.5	105.4	0.7	100.3
O=C(CSc1nnc(NC2CCCCC2)s1)Nc1ccc2c(c1)C(=O)c1ccccc1C2=O	10.7	126.7	-1.2	91.1	-1.7	95.0	-5.3	93.3
N=c1c2c3c(sc2ncn1Cc1ccco1)CCCCC3	5.5	102.9	-3.3	79.3	2.5	98.5	0.6	96.3
NC(=O)NCc1ccccc1F	2.4	107.4	11.3	98.4	-2.1	96.9	-1.7	105.5
O=C(NC(=S)NC1CCCCC1)c1ccc(Cl)cc1	0.1	112.2	-6.7	108.0	-3.2	97.6	2.1	106.1
Cc1ccc(OCC(=O)Nc2cc(C)on2)c([N+](=O)[O-])n1	0.9	92.2	5.1	94.6	11.2	103.6	-0.3	97.5
COc1ccc(-c2[nH]c(-c3ccc4c(c3)OCO4)nc2-c2ccccc2)cc1	73.7*	106.3	6.5	108.9	9.5	101.5	5.2	110.3
COc1ccccc1N1CCN(C2CCN(C(=O)COc3ccccc3)CC2)CC1	1.6	92.5	5.5	101.4	4.0	101.6	-4.3	98.3
O=C(CCn1c(=O)c2sccc2n(CC(=O)OCc2ccccc2)c1=O)NCc1ccco1	-1.8	85.3	-3.4	101.0	-2.0	98.7	-3.8	104.8
CC(=O)Nc1ccc(N=Nc2ccccc2)cc1	-2.3	99.5	-3.0	112.1	11.8	98.2	9.3	102.0
CC1CN(S(=O)(=O)c2ccc(C(=O)OCc3ccc(C#N)cc3)cc2)CC(C)O1 (centres undefined)	0.6	105.1	3.3	87.7	2.4	93.0	1.9	79.3
COc1ccc(C(=O)C2CCN(S(=O)(=O)c3ccc4c(c3)OCCO4)CC2)cc1	0.5	87.9	-0.9	106.0	4.5	91.1	1.5	92.1
Cc1cc(C(=O)CSc2nnnn2C)c(C)n1Cc1ccco1	8.8	109.5	7.3	109.4	3.4	113.3	-2.6	114.0
COc1ccccc1Nc1nc(N)nc(-c2cc3ccccc3o2)n1	84.7*	100.3	-3.6	105.0	0.1	98.6	0.1	100.0

Two neighbouring compounds already listed:
SMILES	AHR act	CR mimetic SO	GASC-1 inh	LAP4-GFP MLPCN	proCasp7 act	RPL19A TOR yeast	procasp3 activ	MEP2-GFP yeast
O=C(CCn1c(=O)c2sccc2n(CC(=O)OCc2ccccc2)c1=O)NCc1ccco1	-1.8	85.3	-3.4	101.0	-2.0	98.7	-3.8	104.8
CC(=O)Nc1ccc(N=Nc2ccccc2)cc1	-2.3	99.5	-3.0	112.1	11.8	98.2	9.3	102.0

Assay outcomes: PubChem, several laboratories
